Assay outcomes: PubChem, several laboratories
KCNK9 block: blocks the human KCNK9 two-pore domain potassium channel | hit rate 1.2% among 310,000 | B-score at 10 µM | HEK293 KCNK9, FluxOR thallium flux fluorescence; hits give low values | Q9NPC2 | AID 488922;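 active = ratio B-score over 3 SD below the library mean, with starting fluorescence within 5 SD of its mean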;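 note: negative B-score means less thallium flux so channel inhibition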
GSK3beta inhib: inhibitors of human GSK3beta kinase. P49841. GST-GSK3beta kinase, ADP-Glo luminescence, 60 min; hits give low values. activity score (negative = inhibition), % at 10 µM. hit rate 0.038% among 300,000. AID 2097;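 active = more than half of replicate wells score below -50%, meaning over 50% inhibition versus plate controls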;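 note: 0% = median DMSO wells and -100% = median GW8510 positive control wells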
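Test system: GST-fused GSK3beta enzyme, cell-free | Quantity: 1.6 ng GST-GSK3beta enzyme per well | Reagent: 25 µM ATP with peptide substrate | Schedule: 60 min enzyme reaction, room temperature | Signal: Luminescent ADP-Glo measurement of ADP formed | Read-out basis: Score relative to plate controls | Control set: DMSO and 20 µM GW8510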
KCNK3 inh: human KCNK3 channel inhibition, primary screen. O14649. CHO-KCNK3 thallium flux, FluxOR fluorescence; hits give low values. B-score at 10 µM. hit rate 0.84% among 340,000. AID 602410;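 active = B-score under library mean minus 4 SD, starting fluorescence ratio at most library mean plus 5 SD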;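 note: more negative B-score means stronger inhibition of thallium flux through KCNK3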
KCNQ1 act: human KCNQ1 channel potentiation or activation; B-score at 10 µM; P51787; hit rate 0.35% among 310,000; CHO-K1 KCNQ1, thallium flux FluxOR fluorescence; hits give high values; AID 2648;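 active = fluorescence ratio B-score, a plate-corrected score, at least three library SD, with initial intensity B-score within 5 SD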
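Test system: CHO-K1 cells stably expressing KCNQ1 / Medium: assay buffer / Also added: depolarizing K+/Tl+ stimulus, K2SO4 and Tl2SO4 each 12.5 mM in 5x stock / Incubation: 90 min dye loading and 20 min compound exposure, both at room temperature / Signal: thallium influx via FluxOR fluorescence, kinetic imaging / Evaluation: B score of baseline-normalized fluorescence ratio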
hERG rescue: shields human hERG channel from block by proarrhythmic agents. Q12809. CHO-hERG, FluxOR thallium flux, dofetilide IC70 present. activation (rescue from dofetilide block), less the hit threshold, % at 10 µM. hit rate 0.51% among 310,000. AID 1511;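 active = activation above the mean of controls blocked by dofetilide plus 5 SD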;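 note: thallium influx through hERG after potassium depolarization seen as dye fluorescence rise; in these data hits start at about 4.7%; inactives centre near -7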
Target sequence (Q12809 whole entry, looked up): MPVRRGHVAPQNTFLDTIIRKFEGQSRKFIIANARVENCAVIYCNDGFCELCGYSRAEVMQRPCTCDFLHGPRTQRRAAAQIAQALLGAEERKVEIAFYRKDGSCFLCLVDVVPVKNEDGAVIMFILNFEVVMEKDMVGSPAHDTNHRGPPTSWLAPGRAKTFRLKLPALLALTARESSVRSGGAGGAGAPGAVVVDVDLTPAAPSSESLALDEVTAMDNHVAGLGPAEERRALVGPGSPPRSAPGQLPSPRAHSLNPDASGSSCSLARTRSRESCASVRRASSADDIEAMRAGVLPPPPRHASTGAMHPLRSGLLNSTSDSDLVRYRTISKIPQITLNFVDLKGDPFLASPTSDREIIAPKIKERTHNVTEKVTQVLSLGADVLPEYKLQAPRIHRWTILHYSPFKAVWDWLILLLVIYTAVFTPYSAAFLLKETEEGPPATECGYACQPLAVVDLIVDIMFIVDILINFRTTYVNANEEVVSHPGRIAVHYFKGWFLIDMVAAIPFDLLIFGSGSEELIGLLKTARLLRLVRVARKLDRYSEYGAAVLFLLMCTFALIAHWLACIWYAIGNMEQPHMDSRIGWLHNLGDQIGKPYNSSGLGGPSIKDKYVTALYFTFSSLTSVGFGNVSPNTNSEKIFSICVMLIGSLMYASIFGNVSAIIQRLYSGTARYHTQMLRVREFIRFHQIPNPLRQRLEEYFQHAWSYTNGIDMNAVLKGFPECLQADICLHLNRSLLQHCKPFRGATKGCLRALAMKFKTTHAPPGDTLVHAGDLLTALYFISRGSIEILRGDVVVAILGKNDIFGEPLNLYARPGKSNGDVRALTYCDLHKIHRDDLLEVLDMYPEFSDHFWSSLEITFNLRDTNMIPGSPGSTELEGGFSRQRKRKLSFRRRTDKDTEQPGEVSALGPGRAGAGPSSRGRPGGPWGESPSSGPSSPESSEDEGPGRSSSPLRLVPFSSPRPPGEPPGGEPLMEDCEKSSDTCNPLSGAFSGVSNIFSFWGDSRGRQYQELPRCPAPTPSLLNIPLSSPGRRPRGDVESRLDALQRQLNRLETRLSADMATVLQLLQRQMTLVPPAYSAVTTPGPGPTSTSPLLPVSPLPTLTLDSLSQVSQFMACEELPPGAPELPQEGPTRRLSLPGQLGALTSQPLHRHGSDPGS
DYRK1A inh: inhibitors of rat Dyrk1A kinase | Q63470 | ADP-Glo luminescence, NFATc1 peptide | inhibition, % at 12.5 µM | hit rate 0.43% among 310,000; in the data active = inhibition above about 50%;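 note: plate controls were vehicle with enzyme for no effect and no enzyme for full effect; many of its hits are not listed in these tables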
RGS4 act: RGS4 potentiation or activation. HEK293 M3R/inducible RGS4, carbachol calcium flux Fluo4; hits give low values. B-score at 10 µM. hit rate 0.92% among 310,000;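 active = B-score of the integrated calcium signal more than 4 SD below the library mean, with starting fluorescence not abnormally high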;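 note: negative B-score means reduced calcium response which marks RGS4 activation or potentiation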
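Material: M3R-expressing HEK293 line, RGS4 induced by doxycycline | Schedule: Overnight RGS4 induction, 30 min dye load 37 °C, 20 min compound RT | Measured by: Fluo4 fluorescence kinetic imaging of calcium | Read-out: Integrated calcium ratio converted to B score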
PolyA inh: inhibitors of polyadenylation in S. cerevisiae; S. cerevisiae SKY197-pL101 polyadenylation reporter, beta-gal luminescence; efflux-impaired pdr1/pdr3 knockout yeast; score 100 = 6 SD above DMSO; calls only at 12 µM; hit rate 0.02% among 300,000;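 active = lowest replicate activity score at least 50, where 100 means six control SD above control mean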;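 note: yeast exposed to compound for 9 h at 30 °C; higher score means more reporter readthrough which indicates perturbed polyadenylation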
GSK3 alpha inh: blocks human GSK-3 alpha kinase; AID 2650; P49840; inhibition, % at 10 µM; ADP-Glo luminescence, 60 min; hit rate 0.1% among 320,000;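 in the data active = inhibition above about 50%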;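 note: GST-tagged GSK-3 alpha with peptide substrate and 25 µM ATP; 0% = DMSO neutral wells and 100% = GW8510 positive control wells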
RGS4 inh: human RGS4 inhibition | AID 463165 | B-score at 10 µM | P49798 | hit rate 0.45% among 310,000 | HEK293 M3R/RGS4 inducible, Fluo-4 calcium flux; hits give high values; triggered by carbachol at its EC20;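 active = B-score, a plate-corrected calcium signal, over three deviations above library mean, with baseline fluorescence within five deviations of library mean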;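 note: RGS4 expression induced by doxycycline in cells with stable M3 receptor; B-score is computed from the integrated fluorescence ratio over baseline after carbachol; higher B-score means a larger calcium signal and so more RGS4 inhibition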
KCNQ1 block: human KCNQ1 channel inhibition. P51787. B-score at 10 µM. CHO-K1 KCNQ1, FluxOR thallium flux fluorescence; hits give high values. hit rate 1.3% among 310,000;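 active = compounds whose thallium flux B-score, printed positive for inhibition, exceeds three library SD while starting fluorescence stays within three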;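 note: channel opened by potassium depolarization with thallium stimulus after 20 min compound exposure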
Numbers without * were called inactive; i = inactive; · = no result given.

SMILES	KCNK9 block	GSK3beta inhib	KCNK3 inh	KCNQ1 act	hERG rescue	DYRK1A inh	RGS4 act	PolyA inh	GSK3 alpha inh	RGS4 inh	KCNQ1 block
CCCOC(=O)C[N+](C)(C)CCOC1CC2CCC1(C)C2(C)C (configuration not stated)	i	-7	i	i	-11	·	i	i	-2	i	i
Cn1c(=O)c2c(nc(SCCN3CCCCC3)n2Cc2ccccc2)n(C)c1=O	i	-3	i	i	-7	-4	i	i	4	i	i
O=C(Nc1ccc(S(=O)(=O)NC2=NCCCCC2)cc1)c1ccc2ccccc2n1	i	2	i	i	2	2	i	i	-2	i	i
Cc1c(Cl)ccc2c(C(N)=O)cc(-c3ccccn3)nc12	i	1	i	i	-12	·	i	i	-1	i	i
COc1ccc2[nH]c3c(=O)n(Cc4ccncc4)cnc3c2c1	i	-2	i	i	-8	35	i	i	-2	i	i
COc1ccccc1N1CCN(C2CCCN(S(=O)(=O)c3cccc(Cl)c3)C2)CC1 (configuration not stated)	i	2	i	i	-12	-5	i	i	-2	i	i
O=C(CN(CC1CCCO1)C(=O)c1nsc(Cl)c1Cl)NC1CCCC1 (configuration not stated)	i	-2	i	i	-9	-1	i	i	6	i	i
CC(=O)c1cccc(NC(=S)NC2CCCCCCC2)c1	i	-2	i	i	-11	1	i	·	·	i	i
Cc1noc(C(=O)NC2CCCCC2)c1Cl	i	-1	i	i	-9	-9	i	i	-5	i	i
CC(=O)NNC(=O)c1csc(-c2csc(C)n2)n1	i	0	i	i	-6	-5	i	i	-1	i	i
O=C1c2cc(O)cc(O)c2C(=O)c2c1cc(O)c([C@@H](CO)CCO)c2O	i	-6	i	i	-21	24	i	i	15	6.3*	i
O=C(NCC1COc2ccccc2O1)c1cn(Cc2ccc(F)cc2)nn1 (configuration not stated)	i	-3	i	i	-11	-13	i	i	-2	i	i
O=C(N/N=C/c1cccnc1)c1cc2ccccc2cc1O	i	-3	i	i	0	1	i	i	3	i	i
COc1ccc(C(=O)NCC(=O)Nc2cccc(S(=O)(=O)NCc3ccco3)c2)cc1OC	i	1	i	i	-12	0	i	i	-1	i	i
COc1ccccc1NC(=O)CSc1nnc(C)n1Cc1ccccc1	i	0	i	i	-4	-4	i	i	-1	i	i

Entries of single compounds from above. Screens in order: KCNK9 block, GSK3beta inhib, KCNK3 inh, KCNQ1 act, hERG rescue, DYRK1A inh, RGS4 act, PolyA inh, GSK3 alpha inh, RGS4 inh, KCNQ1 block
CC(=O)NNC(=O)c1csc(-c2csc(C)n2)n1 reads i, 0, i, i, -6, -5, i, i, -1, i, i
COc1ccc2[nH]c3c(=O)n(Cc4ccncc4)cnc3c2c1 reads i, -2, i, i, -8, 35, i, i, -2, i, i
O=C(CN(CC1CCCO1)C(=O)c1nsc(Cl)c1Cl)NC1CCCC1 (configuration not stated) reads i, -2, i, i, -9, -1, i, i, 6, i, i
O=C(Nc1ccc(S(=O)(=O)NC2=NCCCCC2)cc1)c1ccc2ccccc2n1 reads i, 2, i, i, 2, 2, i, i, -2, i, i

New compounds follow:
SMILES	KCNK9 block	GSK3beta inhib	KCNK3 inh	KCNQ1 act	hERG rescue	DYRK1A inh	RGS4 act	PolyA inh	GSK3 alpha inh	RGS4 inh	KCNQ1 block
Cc1ccc(S(=O)(=O)NCC(=O)N(CC(=O)NC2CCCCC2)Cc2ccco2)cc1	i	4	i	i	-5	6	i	i	1	i	i
COc1ccc(-n2cc3c(-c4cccc(Br)c4)nnc(C)c3n2)cc1	i	4	i	i	-13	7	i	i	-1	i	i
Cc1cc(C)cc(C(=O)Nc2cccnc2Cl)c1	i	·	i	i	-4	-2	i	i	0	i	i
O=C(NNC(=S)NCc1ccc(Cl)cc1)c1ccc2c(c1)OCO2	i	3	i	i	-12	3	i	i	3	i	i
O=C(NCc1ccc(Cl)cc1)C(=O)NCC(c1ccco1)N1CCOCC1 (configuration not stated)	i	-1	i	i	-9	0	i	i	-4	i	i
O=S(=O)(Nc1cccc(CO)c1)c1cccs1	i	2	i	i	-4	·	i	i	-3	i	i
COc1ccc(-c2coc3cc4oc(=O)c5ccccc5c4cc23)cc1F	i	2	i	i	-9	-1	i	i	-1	i	i
COC(=O)C(NC(C)=O)(Nc1ccc(Br)cc1)C(=O)OC	i	1	i	i	-3	·	i	i	1	i	i
CC(=O)Nc1nc(-c2ccccc2)nc(C)c1C(C)=O	i	2	i	i	-1	7	i	i	0	i	i
COc1ccc(S(=O)(=O)N/N=C(/C)c2ccncc2)cc1OC	i	1	i	i	-12	3	i	i	-1	i	i
CC(=O)c1c(C)[nH]c(C(=O)COC(=O)CCOc2ccc(C)cc2)c1C	i	3	i	i	-12	0	i	i	-1	i	i
CCCCCCNCc1c(F)cccc1Cl	i	3	i	i	-3	-7	i	i	0	i	i
COCC(C)NC(=O)c1ccccc1[N+](=O)[O-] (configuration not stated)	i	1	i	i	-9	-1	i	i	1	i	i
O=C(c1ccc2c(c1)OCO2)C1CCCN(Cc2cccc(C(F)(F)F)c2)C1 (configuration not stated)	i	6	i	i	-6	1	i	i	-3	i	7*
Cc1ccccc1-n1ncc2c1CC(C)(C)CC2NC(=O)C1CCC1 (configuration not stated)	i	-1	i	i	-8	8	i	i	-2	i	i
O=C(Cn1cnc2ccccc2c1=O)N(Cc1ccco1)c1ccc(O)cc1	i	1	i	i	-8	0	i	i	-3	i	i
O=C(CCc1ccccc1)NCCc1ccc(F)cc1	i	1	i	i	-5	-8	i	i	1	i	i
CCn1cc(Cl)c(C(=O)Nc2ccccc2C(N)=O)n1	i	5	i	i	-7	·	i	i	-2	i	i
O=C(NC1CCCc2ccccc21)c1ccccn1 (configuration not stated)	i	1	i	i	-9	1	i	i	-2	i	i
COc1ccc(N2CCN(CCNC(=O)Nc3cc(Cl)ccc3OC)CC2)cc1	i	-2	i	i	-2	-6	i	i	-4	i	i
CCCCCCCNC(=O)CN1C(=O)CSc2ccc(S(=O)(=O)N3CCOCC3)cc21	i	3	i	i	-2	-3	i	i	-1	i	i
CCOC(=O)c1c(C)n(C)c2ccc(OC)c(NC(=O)c3cccs3)c12	i	-3	i	i	-11	-6	i	i	-2	i	i
Cc1ccc(C(=O)NCc2ccc3c(c2)CCO3)cc1C	i	0	i	i	-1	·	i	i	-3	i	i
Cc1cccc(NC(=O)CNC(=O)COc2ccc(C(=O)c3ccc(F)cc3)cc2)c1C	i	-10	i	i	-11	4	i	i	-2	i	i
COc1ccc(C(=O)O/N=C(\N)Cc2cccs2)cc1OC	i	2	i	i	-7	-4	i	i	-5	i	i
CCOC(=O)C1CCN(C(=O)CN2C(=O)C(C(C)C)Oc3ccccc32)CC1 (configuration not stated)	i	-1	i	i	-4	-1	i	i	1	i	i
COCc1[nH]nc2c1C1(C(=O)Nc3ccc(F)cc31)C(C#N)=C(N)O2 (configuration not stated)	i	2	i	i	-11	0	i	i	0	i	i
COc1ccc(N=C2C(=Nc3ccc(OC)cc3)N(c3ccccc3)C(=S)N2C(=O)c2ccc(Cl)cc2)cc1	i	1	i	i	-12	-6	i	i	2	i	i
CCOC(=O)c1ccc(NS(=O)(=O)c2cccc3nsnc23)cc1	i	4	i	i	-1	-12	i	i	7	i	i
Cc1cccc(-c2nc(Nc3ccc(O)cc3)c3ccccc3n2)c1	i	1	i	i	-10	62*	-8.6*	i	-1	i	i

Reprinted at random: two compounds from above
SMILES	KCNK9 block	GSK3beta inhib	KCNK3 inh	KCNQ1 act	hERG rescue	DYRK1A inh	RGS4 act	PolyA inh	GSK3 alpha inh	RGS4 inh	KCNQ1 block
Cc1cccc(NC(=O)CNC(=O)COc2ccc(C(=O)c3ccc(F)cc3)cc2)c1C	i	-10	i	i	-11	4	i	i	-2	i	i
CCOC(=O)c1ccc(NS(=O)(=O)c2cccc3nsnc23)cc1	i	4	i	i	-1	-12	i	i	7	i	i

New compounds follow.
SMILES	KCNK9 block	GSK3beta inhib	KCNK3 inh	KCNQ1 act	hERG rescue	DYRK1A inh	RGS4 act	PolyA inh	GSK3 alpha inh	RGS4 inh	KCNQ1 block
Cc1oc(C)c(S(=O)(=O)NCc2cccs2)c1C(=O)O	i	0	i	i	-7	-4	i	i	-1	i	i
CSc1ncc(Cl)c(C(=O)Nc2cccc(Cl)c2)n1	i	2	i	i	-3	16	i	i	0	i	i
O=[N+]([O-])c1cc([N+](=O)[O-])c(Oc2cncc(Cl)c2)cc1NN1CCCCC1	i	3	i	i	-7	14	i	i	2	i	i
COc1ccc(/C=N/NC(=O)c2ccccc2)cc1OS(=O)(=O)c1ccccc1	i	-2	i	i	-7	-1	i	i	-1	i	i
CCOC(=O)c1cc(-c2ccc(OC)cc2)nn1-c1ccc(C(=O)O)cc1	i	2	i	i	-12	·	i	i	·	i	i
CCS(=O)(=O)N1CCN=C1SCc1cccnc1	i	-5	i	i	-11	3	i	i	0	i	i
COc1ccccc1-c1nnc(NC(=O)C(C)C)s1	i	0	i	i	-5	2	i	i	-2	i	i
COc1cc(NC(=S)N2CCCC(CO)C2)c(OC)cc1Cl (configuration not stated)	i	-4	i	i	-6	-5	i	i	0	i	i
CC1CCCC(NC(=O)NC(=O)CCl)C1C (configuration not stated)	i	1	i	i	-12	-5	i	i	-1	i	i
Cc1c(Cc2ccccc2)c(NCCN(C)C)n2c(nc3ccccc32)c1C#N	i	2	i	i	-1	5	i	i	2	i	i
O=C(COc1ccc(C(=O)c2ccccc2)cc1)NCC1CCCCC1	i	2	i	i	-12	-2	i	i	-1	i	i
Nc1c(C(=O)NCc2ccccc2)nnn1Cc1ccccc1	i	7	i	i	-9	60*	i	i	-3	i	i
CNS(=O)(=O)c1ccc(NC(=O)c2ccccn2)cc1	i	-1	i	i	-9	-3	i	i	4	i	i
Cc1ccc(NC(=O)CCNC(=O)Cn2cnc3ccccc3c2=O)cc1F	i	0	i	i	-13	-5	i	i	2	i	i
FC(F)(F)Oc1ccc(NC(=S)Nc2ccc(OC(F)(F)F)cc2)cc1	i	3	i	i	-18	·	i	i	-1	i	10*

An excerpt; rates above refer to the full screens.
